H9c2 TAG inh: inhibitors of triacylglycerol accumulation | H9c2 cells, Nile Red lipid (TAG) fluorescence; cells loaded with 200 µM oleic acid | inhibition, % at 12.5 µM | actives 0.66% (n = 230,000) | AID 651582;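 active = pattern-corrected inhibition of lipid staining of at least 50% with the nuclear-stain viability signal not falling by more than 50%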;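 also: 0% = DMSO wells and 100% = triacsin C control wells; some results filed as inactive read as strong as hits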
H9c2 TAG inh DAPI viability: also measured in H9c2 TAG inh; calls as there; DAPI nuclei signal change (viability), lower = more cytotoxic, %;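 whole-well DAPI fluorescence read on a plate reader as a viability signal; minus 50 percent equals half of cells still viable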
Numbers without * were called inactive. A portion of the library, so the mix of outcomes need not match the whole.

Compound | H9c2 TAG inh | H9c2 TAG inh DAPI viability
O=C(NCCOC(=O)C1COc2ccccc2O1)c1cccnc1 (stereo not given) | -10 | 4
C#CCOc1coc(COC(=O)c2ccccc2)cc1=O | 16 | -5
CSc1ccccc1NC(=O)CN(C)C(=O)c1c(C)nn(Cc2ccccc2)c1C | 28 | 2
N/C(=N\OC(=O)c1cnn(-c2ccccc2)c1C(F)(F)F)c1ccc(C(F)(F)F)cc1 | 6 | 2
O=C(NCCCN1CCOCC1)c1cccc(S(=O)(=O)N2CCc3ccccc3C2)c1 | -5 | 1
CCCN1CCN(S(=O)(=O)c2ccc(OC)c(Br)c2)CC1 | 3 | -15
COc1ccc(C(=O)N2CC=C(c3ccccc3)CC2)cc1S(=O)(=O)N1CCOCC1 | -3 | 17
O=C(CSc1ncnc2nc[nH]c12)c1ccccc1 | 6 | -20
O=C(CCSc1ccccc1)Nc1nnc(-c2ccccc2)o1 | -7 | 4
Cc1cc(-c2ccc(Cl)cc2)n2nc(N)nc2n1 | 19 | -17
OCC[C@@H]1C[C@@H](O)[C@H](O)[C@]2(Cc3ccccc3CCO2)O1 | -3 | -4
CCN(c1ccccc1)S(=O)(=O)c1cccc(C(=O)OCC(=O)c2c(N)n(C)c(=O)n(C)c2=O)c1 | 26 | 3
O=C(Nc1ccccc1N1CCN(C(=O)c2ccccc2)CC1)c1cccc(Cl)c1 | -7 | 1
CN(C)C(=O)c1nnsc1Sc1ccc(Cl)cc1 | 7 | -3
CNC(=O)c1cc2c(=O)n3cccc(C)c3nc2n(C(C)C)c1=N | 9 | 158
Cc1cc(C)c(S(=O)(=O)Oc2ccccc2[N+](=O)[O-])c(C)c1 | 8 | 3
CCOc1ccccc1CNC(=O)c1ccc2c(c1)N(CC)CCS2 | -7 | 22
O=C(NCCc1c[nH]c2ccccc12)/C(=C\c1cccnc1)NC(=O)c1ccccc1Br | 5 | 13
COC(=O)c1ccc(CSc2nc3c(c(=O)n2-c2ccc(C)cc2)SCC3)o1 | 13 | -5
COc1ccc(C(=O)CNC2=NCCC2)cc1 | 9 | -10
Nc1cc(Cl)cc2c1-c1ccc(Cl)cc1C2 | -1 | 4
CCc1nc2ccccc2c(C(=O)OCC(=O)NC2CC2)c1C | 5 | -2
CC1CN(Cc2cn(C)nc2-c2ccc(Oc3ccccc3)cc2)CCN1C (stereo not given) | 6 | 11
O=C(Nc1ccccc1)c1sccc1Oc1ccc([N+](=O)[O-])cc1F | -2 | 3
COC(=O)c1ccc(CNC(=O)Cn2cc(C)c(=O)[nH]c2=O)cc1 | -9 | 3

Compound | H9c2 TAG inh | H9c2 TAG inh DAPI viability
CC1(C)CC2(C)OC(=N)C1(C#N)C2(C#N)C#N (stereo not given) | 28 | -13
Cn1c(SCC(=O)NCc2ccco2)nnc1C1CC1 | 6 | -2
Fc1cccc(Cl)c1Cn1nnc2c(NCc3ccccn3)ncnc21 | -7 | -6
CC(C)c1nnc(N2C(=O)C(O)=C(C(=O)c3cccs3)C2c2ccccc2)s1 (stereo not given) | -3 | 12
CC1CN(S(=O)(=O)c2cccc(C(=O)NCc3ccccn3)c2)CC(C)O1 (stereo not given) | 4 | -2
CCOC(=O)C1(CC)NC(c2ccco2)C2C(=O)N(CC)C(=O)C21 (stereo not given) | -7 | -9
CCc1ccccc1NC(=O)c1ccc2nc(N3CCOCC3)sc2c1 | 10 | -9
COc1ccc(CC(=O)OCC(=O)Nc2ccc3[nH]c(=O)[nH]c3c2)cc1 | -3 | -2
COc1ccc(N2CCOCC2)c(NC(=O)c2ccc(Br)o2)c1 | 11 | -4
CCc1cc(C(=O)O)c(NC(=O)/C=C/c2ccc(OC)c(OC)c2)s1 | 7 | -6
Cc1nc2ccc(S(=O)(=O)N(C)CC(=O)Nc3ccccc3F)cc2s1 | -7 | 3
CC1C(=O)N(Cc2cn(CCC3OCCO3)nn2)CCS(=O)(=O)N1Cc1ccc(-c2ccc(Cl)c(Cl)c2)cc1 (stereo not given) | 0 | 3
O=S(=O)(NCc1ccc(F)cc1)c1ccc(Br)cc1Br | -5 | 8
c1ccc2nc3c(ccc4ccccc43)cc2c1 | 4 | 17
CCOc1ccccc1NC(=O)CSc1nnc(Cc2cccn2C)n1-c1ccc(F)cc1 | -3 | -6
O=C(COc1coc(CN2CCN(c3ccccc3)CC2)cc1=O)NC1CCCCC1 | -2 | -4
CSc1ccc(CCCCCCOC(=O)C(C)(C)C)cc1 | -10 | -6
CCC(C)c1ccccc1N1CC(C(=O)Nc2ccc(S(=O)(=O)N3CCOCC3)cc2)CC1=O (stereo not given) | -8 | 4
CNCCc1ccccn1 | -1 | -3
COC(=O)c1sccc1NC(=O)CC1C(=O)NCCN1C(=O)c1c(F)cccc1Cl (stereo not given) | -1 | -6
Cc1ccc2occ(/C=N/NC(=O)[C@@H](N)Cc3ccccc3)c(=O)c2c1 | 4 | 3
CCCCCCn1c(CN2CCN(CCO)CC2)nc2c1c(=O)n(C)c(=O)n2C | 3 | 0
CCN(c1ccccc1)S(=O)(=O)c1cccc(C(=O)NCc2ccncc2)c1 | -17 | -1
CC(C)(C)[C@H]1C=C(C(=O)N2CCOCC2)O[C@@H](OCCCCO)C1 | -41 | -1
COC(=O)CCC(=O)Nc1ccc(Br)cc1 | 0 | 13

Compound | H9c2 TAG inh | H9c2 TAG inh DAPI viability
C=CCOc1ccc(C=CC(=O)c2c(O)c(OC)c(OC)c(OC)c2OC)cc1 | -1 | -2
COc1ccc(CN(C)CC(=O)Nc2ccccc2C(=O)NC2CC2)cc1OC | 1 | -8
Cc1ccc(NC(=O)c2nc[nH]c2C(=O)Nc2ccc(C)cc2)cc1 | 20 | 0
CC1Cc2nc(SCC(=O)NCc3ccccc3)n(Cc3ccccc3)c(=O)c2S1 (stereo not given) | 11 | -18
CCS(=O)(=O)c1ccc(O)c(NC(=O)COc2ccc(Cl)cc2)c1 | 3 | -11
CCn1c(SCC(=O)NCc2ccco2)nc2ccccc2c1=O | 5 | -1
COc1cc(NC(=O)c2ccccc2Cl)ccc1NC(=O)c1ccco1 | 4 | -2
CN1C(=O)OC(C)(CCc2ccccc2)C1(C)O (stereo not given) | -29 | 13
Cc1cc(C(=O)COC(=O)c2ccc(F)cc2)c(C)n1C | -17 | -2
CC1(C(=O)NS(=O)(=O)Cc2ccccc2C(F)(F)F)CCN1C(=O)c1ccccc1 (stereo not given) | -4 | -2
CC(=O)Nc1ccc(C(=O)N2CCCC(c3cc(C(=O)Nc4ccccc4Cl)no3)C2)cc1 (stereo not given) | -3 | 23
COc1ccc(NC(=O)C2CC(c3ccccc3O)=NO2)cc1OC (stereo not given) | 3 | -5
CCN(C(=O)c1ccc(S(=O)(=O)N2CCC(C)CC2)cc1)C1CCS(=O)(=O)C1 (stereo not given) | -14 | 3
CC(=O)Nc1cccc(-c2cnc(NC(C)=O)cn2)c1 | 5 | 2
CCCN1CCC(NC(=S)Nc2cccc(Cl)c2Cl)CC1 | 16 | 10
C[C@@H]1CN([C@@H](C)CO)C(=O)c2cc(NC(=O)C3CCCCC3)ccc2O[C@@H](C)CCCCO[C@@H]1CN(C)Cc1ccncc1 | -8 | 2
Cc1nnc(SCC(=O)NCc2ccc(Cl)cc2)[nH]c1=O | -9 | 11
CC12C(=O)N(CCC(=O)O)C(=O)C1C1C=CC2C1 (stereo not given) | 4 | -1
CCOc1ccc(NC(=O)CSc2nc3c(c(=O)n2C)SC(C)C3)cc1 (stereo not given) | -10 | 3
O=C(NCc1cccnc1)c1cc(C2CCCCN2C(=O)c2ccccc2)on1 (stereo not given) | -4 | 3
CCS(=O)(=O)c1ccc2c(c1)N(S(=O)(=O)c1ccc(OC)cc1)CC(C(=O)O)O2 (stereo not given) | -16 | 3
Cc1cc(C)cc(C(=O)N2CCCCCC2)c1 | -16 | -2
Cc1cc(C)c(C=NNc2nc3c([nH]2)c(=O)n(C)c(=O)n3C)c(C)c1 | 5 | -1
Cc1nnc(SCC(=O)c2c(N)n(Cc3ccccc3)c(=O)n(C)c2=O)n1C | -1 | 0
COc1ccc(-n2c(=O)[nH]cc(C(=O)Nc3ccccc3)c2=O)cc1 | -1 | 5

Entries of single compounds, looked up by structure. Order of values: H9c2 TAG inh | H9c2 TAG inh DAPI viability
O=C(NCc1cccnc1)c1cc(C2CCCCN2C(=O)c2ccccc2)on1 (stereo not given) across the screens: -4 | 3
COc1ccc(CN(C)CC(=O)Nc2ccccc2C(=O)NC2CC2)cc1OC across the screens: 1 | -8
COc1cc(NC(=O)c2ccccc2Cl)ccc1NC(=O)c1ccco1 across the screens: 4 | -2

The listing continues.
Compound | H9c2 TAG inh | H9c2 TAG inh DAPI viability
CCN(CC)Cc1oc(-c2ccccc2)cc1C(=O)O | 0 | -5
CC(C)c1ccc(C2NC(=S)NC3=C2C(=O)CC(C)(C)C3)cc1 (stereo not given) | 13 | 2
COc1n[nH]c(C(=O)Nc2nc3ccccc3s2)c1[N+](=O)[O-] | -1 | -3
NS(=O)(=O)c1ccc(CNC(=O)/C=C/c2cccc([N+](=O)[O-])c2)cc1 | -5 | 12
S=C(Nc1ccc(Br)cc1Cl)Nn1cnnc1 | 20 | -14
O=C1NCCC/C1=N/Nc1cc(F)ccc1F | -3 | 8
CS(=O)(=O)NN1C(=O)c2ccccc2NC1c1cccc(O)c1 (stereo not given) | -4 | 4
O=C1CC(c2ccsc2)c2ccc3ccccc3c2N1 (stereo not given) | 5 | -13
CCCC(c1nnnn1Cc1ccc(OC)cc1)N1CCN(c2ccccc2)CC1 (stereo not given) | 6 | 3
CC(=O)Nc1ccc(S(=O)(=O)N2CCN(c3cc(C)nc4ncnn34)CC2)cc1 | 1 | -3
COc1ccc([C@@H]2[C@@H]3C(=O)N(C(C)(C)C)C(=O)[C@@H]3[C@]3(Cc4ccccc4)C(=O)N(c4ccc(OC)cc4)C(=O)N23)cc1 | -5 | -2
C=CCn1c(=O)c2ccccc2n2c(SCC(=O)c3ccccc3)nnc12 | -36 | -1
CCCOc1ccc(NC(=O)CC2C(=O)N(C)C(=S)N2Cc2cccs2)cc1 (stereo not given) | 1 | -10
O=C1CC(NS(=O)(=O)c2cccs2)CN1c1ccccc1 (stereo not given) | -8 | -9
COc1ccc(NC(=O)C2CSC3c4ccccc4C(=O)N23)cc1 (stereo not given) | 0 | 2
CC12COC3(C(=O)Nc4ccccc4F)CC1CCC32C (stereo not given) | 4 | -9
COc1ccc(C(=O)COC(=O)[C@H](C)Nc2ccc(C(F)(F)F)cc2[N+](=O)[O-])c(OC)c1 | -5 | -3
O=C(COC(=O)/C=C/c1ccc([N+](=O)[O-])cc1)NC1CCCCC1 | 0 | 4
CCC(C)(C)C1CCc2[nH]nc(C(=O)NCc3ccc(Cl)cc3)c2C1 (stereo not given) | -5 | 8
O=C(C1=C(O)C(=O)N(CCN2CCOCC2)C1c1cccc([N+](=O)[O-])c1)c1cc2ccccc2o1 (stereo not given) | -31 | 3
CC(C)N1CCc2c(sc(NC(=O)Cc3ccccc3)c2C#N)C1 | 7 | 0
O=C(NC1CCCCC1)C(c1ccncc1)N(Cc1ccc2c(c1)OCO2)C(=O)C(F)(F)F (stereo not given) | -18 | 4
Cc1ccc(S(=O)(=O)N(CC(=O)c2ccc(Cl)cc2)C(=O)N2CCN(C)CC2)cc1 | -3 | -6
O=C(CC1C(=O)NCCN1CC(c1ccccc1)c1ccccc1)NC1CC1 (stereo not given) | 7 | -3
CN1CCN(C(=S)NC(=O)c2ccccc2Cl)CC1 | -4 | 8

Compound | H9c2 TAG inh | H9c2 TAG inh DAPI viability
O=C(NCCC1CC1(Cl)Cl)Nc1ccccc1 (stereo not given) | -13 | 5
NS(=O)(=O)c1ccc(CNC(=O)NC2(c3ccccc3)CC2)cc1 | -6 | 0
Cc1ccc(N(CC(O)CN2CCOCC2)S(=O)(=O)c2ccc3ccccc3c2)cc1 (stereo not given) | 6 | 13
COc1ccccc1C(=O)Nc1ccccc1C(=O)Nc1ccccc1 | 4 | 3
COc1ccc(Cn2nnnc2C(c2cccs2)N2CCCCCC2)cc1 (stereo not given) | -8 | -11
COc1ccc(S(=O)(=O)CCC(=O)O)cc1 | 6 | 12
CCCCC(=O)Nc1cnc(NC(=O)c2cccs2)cc1C | -10 | 10
O=C(NCCCCc1ccccc1)C1CC(c2ccccc2C(F)(F)F)=NO1 (stereo not given) | 11 | -25
CCN(CC(=O)NCc1ccc(F)cc1)Cc1nc2cc(Cl)ccc2c(=O)[nH]1 | -2 | 1
COc1ccc(Cl)cc1C(=O)NNC(=S)NC1CCCC1 | -5 | 3
CCOc1ccc(CC(=O)NC2CC(C)(C)N(C)C(C)(C)C2)cc1OCC | 27 | 8
O=C(Cc1c(O)c2ccccc2[nH]c1=O)NCc1ccccc1 | 1 | 27
CC1(C(=O)NCc2cccc3ccccc23)CCN1C(=O)C1(c2ccccc2)CCCC1 (stereo not given) | 37 | 2
CC(=O)c1cccc(N(C(=O)Cn2nnc3ccccc32)C(C(=O)NCC2CCCO2)c2ccc(N3CCOCC3)cc2)c1 (stereo not given) | -4 | 2
Cc1ccsc1/C=N/n1c(-c2ccco2)n[nH]c1=S | -1 | 19
CC(C)Cc1ccc(CN2CCCC(NC(=O)c3nn(C)c(=O)c4ccccc34)C2)cc1 (stereo not given) | -20 | 4
Cc1cc(C(=O)C(C)Sc2cccc[n+]2[O-])c(C)n1-c1ccc(Cl)cc1 (stereo not given) | -3 | -10
CC(=O)Nc1ccc(NC(=O)CSc2nnc3c4ccccc4n(C)c3n2)cc1 | 4 | -6

Gathered by group: those above with a cyano group.
Compound | H9c2 TAG inh | H9c2 TAG inh DAPI viability
CC1(C)CC2(C)OC(=N)C1(C#N)C2(C#N)C#N (stereo not given) | 28 | -13
CC(C)N1CCc2c(sc(NC(=O)Cc3ccccc3)c2C#N)C1 | 7 | 0

Random excerpt: three entries already listed.
Compound | H9c2 TAG inh | H9c2 TAG inh DAPI viability
NS(=O)(=O)c1ccc(CNC(=O)NC2(c3ccccc3)CC2)cc1 | -6 | 0
O=C(Cc1c(O)c2ccccc2[nH]c1=O)NCc1ccccc1 | 1 | 27
CC(C)Cc1ccc(CN2CCCC(NC(=O)c3nn(C)c(=O)c4ccccc34)C2)cc1 (stereo not given) | -20 | 4

Screening results deposited in PubChem BioAssay by Sanford-Burnham Center for Chemical Genomics.
